Screening results: PubChem BioAssay, NCI
NCI-60 one-dose screen, 48 h, at 10 µM unless noted. Numbers give growth in % (100 = growth as untreated, 0 = no growth, -100 = all killed).
COLO 205: COLO 205 colon cancer; actives 7.3% (n = 79,000); AID 1794742
HT29: HT29 colon cancer. AID 1794748. actives 7.4% (n = 81,000)
HCT-15: HCT-15 colon cancer; actives 5.2% (n = 82,000)
KM12: KM12 colon cancer cells | actives 5% (n = 82,000) | AID 1794800
SNB-75: SNB-75 CNS cancer | actives 5% (n = 79,000) | AID 1794750
SW-620: SW-620 colon cancer. AID 1794795. actives 5.2% (n = 82,000)
SNB-19: SNB-19 CNS cancer cells | actives 2.5% (n = 81,000)
HCC-2998: HCC-2998 colon cancer | actives 4.7% (n = 79,000)
HCT-116: HCT-116 colon cancer; actives 7.3% (n = 82,000); AID 1794798
The depositor's hits bear a star; . = not tested or not shown; & = joins results of further samples; [ ] = another dose, or the depositor's remark. Rule for the calls: active = growth percent below 10; inactive = the rest.

smiles	COLO 205	HT29	HCT-15	KM12	SNB-75	SW-620	SNB-19	HCC-2998	HCT-116
COc1ccc(C(=O)O)cc1	113&109	107&110	110&108	99&103	99	108&108	106&110	110&111	103&100
CC(=O)S[C@@H]1CC2=CC(=O)CC[C@]2(C)[C@H]2CC[C@@]3(C)[C@@H](CC[C@@]34CCC(=O)O4)C12 (some centres undefined)	106	97	95	97	88	95	97	97	93
Cc1nc2ccc(Cl)cn2c1-c1nnc(SCc2ccc(F)cc2)o1	115	114	82	95	85	96	89	117	95
O=C1C(Cl)OC(c2ccccc2)=NN1c1ccccc1 (centres undefined)	93	98	60	77	93	52	107	96	81
COc1ccc(-c2nc(NCCO)[nH]c(=O)c2C#N)cc1	101	95	104	96	92	106	105	103	102
CCOC(=O)C1=CC2C(=O)N(c3ccccc3)C(=S)N2C1=O (centres undefined)	124	111	109	106	98	104	99	98	101
COc1cc(C(=O)N/N=C/c2cc3cc(OCc4ccccc4)ccc3nc2OC)cc(OC)c1OC	102	83	80	96	78	92	90	97	86
CC(=O)Nc1ccc(S(=O)(=O)O)c2cccc(O)c12	102	105	105	99	97	109	104	97	109
Cc1ccc(OCc2ccccc2Br)cc1	110	96	108	113	85	94	98	109	95
NC(=O)NN1CCOCC1	106	.	96	101	72	95	101	102	103
CC(=O)CC(C)C1CCC(C)CC1 (centres undefined)	110	101	104	109	88	99	95	96	98
CCn1c(Sc2nnc(N)s2)nc2c1c(=O)n(C)c(=O)n2C	.	111	104	106	99	105	99	99	101
Cc1ccc(-c2n[nH]c(=O)c3c2sc2ncc(-c4ccc(Br)cc4)n23)cc1	105	97	102	104	107	102	104	100	81
CC(=O)Nc1cc(N)ccc1C	.	98	105	109	116	105	97	78	101
Clc1ccc(Cn2c(CN3CCCC3)nc3ccccc32)cc1	.	74	69	93	67	73	92	97	57
COc1cc(C(=O)NNC(=O)c2ccc(NC(=O)CCl)cc2)cc(OC)c1OC	106	60	86	100	87	66	89	89	45
CO[C@@H]1[C@@H](OC)N(S(=O)(=O)c2ccccc2)C(=O)N1S(=O)(=O)c1ccccc1	99	91	100	115	97	108	105	.	102
COc1ccc(-c2nc3sc(-c4ccc(OC)cc4)c(-c4ccc(OC)cc4)n3c2/C=C/c2ccc(C(C)C)cc2)cc1	107	93	93	102	56	100	103	111	94
NC(=S)Nc1ccc2c(c1)Cc1ccccc1-2	98	88	96	95	74	95	88	98	95
O=c1[nH]c(N2CCOCC2)nc2scc(-c3ccccc3)c12	101	87	99	98	84	110	106	106	98
CC(C)CCCC(C)C1CCC2C3CC=C4CC(OC(=O)CCl)CCC4(C)C3CCC12C (centres undefined)	116	107	98	101	75	109	114	99	109
CCNCc1ccncc1	106	102	104	106	93	100	106	99	104
CC(C)=CCC[C@](C)(O)[C@H]1CC[C@]2(C)[C@@H]1CC[C@@H]1[C@@]3(C)CC[C@H](OC(=O)CCC(=O)O)C(C)(C)[C@@H]3CC[C@]12C	13[100 µM]	3.0*[100 µM]	19[100 µM]	-19*[100 µM]	43[100 µM]	12[100 µM]	24[100 µM]	21[100 µM]	9.7*[100 µM]
C1CCc2nc3c(nc2C1)CCCC3	115	95	109	101	71	100	96	.	.
N#C/C(=C\c1ccc(F)cc1)c1nc2ccccc2s1	117	102	93	100	85	95	97	93	91

The final 6 compounds of the part before are carried over, then new ones follow.
smiles	COLO 205	HT29	HCT-15	KM12	SNB-75	SW-620	SNB-19	HCC-2998	HCT-116
O=c1[nH]c(N2CCOCC2)nc2scc(-c3ccccc3)c12	101	87	99	98	84	110	106	106	98
CC(C)CCCC(C)C1CCC2C3CC=C4CC(OC(=O)CCl)CCC4(C)C3CCC12C (centres undefined)	116	107	98	101	75	109	114	99	109
CCNCc1ccncc1	106	102	104	106	93	100	106	99	104
CC(C)=CCC[C@](C)(O)[C@H]1CC[C@]2(C)[C@@H]1CC[C@@H]1[C@@]3(C)CC[C@H](OC(=O)CCC(=O)O)C(C)(C)[C@@H]3CC[C@]12C	13[100 µM]	3.0*[100 µM]	19[100 µM]	-19*[100 µM]	43[100 µM]	12[100 µM]	24[100 µM]	21[100 µM]	9.7*[100 µM]
C1CCc2nc3c(nc2C1)CCCC3	115	95	109	101	71	100	96	.	.
N#C/C(=C\c1ccc(F)cc1)c1nc2ccccc2s1	117	102	93	100	85	95	97	93	91
O=C(Nc1ccc(C(=O)CSc2nc3ccccc3[nH]2)cc1)Nc1ccc([N+](=O)[O-])cc1	122	90	83	72	.	105	88	91	71
CC1=CC(c2ccc(Cl)cc2)N2C(C)=CSC2=N1 (centres undefined)	112	105	103	122	83	104	98	115	103
COc1cc(-n2c(=O)n(-c3nc4ccc(F)cc4s3)c(=O)c3cccnc32)cc(OC)c1OC	105	101	95	103	75	104	105	90	98
COC1CCC2CC(C(=O)N3CCC(C(C)C(=O)NCC4CCCCC4)CC3)NC2C1 (centres undefined)	73	85	76	80	81	88	77	90	.
Fc1ccccc1CNc1nc(SCCN2CCOCC2)nc2c1cnn2CC(Cl)c1ccc(Br)cc1 (centres undefined)	-9.5*	-34*	-53*	8.1*	50	-51*	53	21	26
C[C@@H](c1ncncc1F)[C@](O)(Cn1cncn1)c1ccc(F)cc1F	109	107	105	110	94	116	104	110	112
CC1(C)[C@@H]2CC[C@@]1(C)/C(=N/O)C2	121	108	110	110	90	111	111	125	111
C#CCn1cnc2cnc(Nc3cccc(NC(=O)CCl)c3)nc21	-57*[6.25 µM]	0.2*[6.25 µM]	6.3*[6.25 µM]	-2.4*[6.25 µM]	-29*[6.25 µM]	0.4*[6.25 µM]	12[6.25 µM]	-11*[6.25 µM]	-30*[6.25 µM]
COC1CC(O)C(O)C(C)O1 (centres undefined)	109	109	99	105	89	108	99	108	102
C=C(C)[C@@H]1CC[C@]2(C(=O)N3CCN(C)CC3)CC[C@]3(C)[C@H](CC[C@@H]4[C@@](C)(CCCN)[C@H](C(=C)C)CC[C@]43C)[C@@H]12	95	64	84	104	104	95	101	111	79
CCNc1nnc2n(-c3ccccc3)c(=O)c3cnn(-c4ccccc4)c3n12	87	70	95	94	104	114	108	93	73
CCCCCCCCOc1ccc(C(=O)c2ccccc2)c(O)c1	104	107	102	104	96	98	106	102	96
CC(C)(C)c1cc2c(O)c(c1)Cc1cc(C(C)(C)C)cc(c1O)Cc1cc(C(C)(C)C)cc(c1O)Cc1cc(C(C)(C)C)cc(c1O)C2	107	.	106	104	100	103	108	90	101
COc1ccc(C2=NN(c3cc(Cl)cc(Cl)c3)C(c3cccc(Nc4ccnc5cc(C(F)(F)F)ccc45)c3)C2)cc1 (centres undefined)	95	96	96	85	95	97	96	103	90
Cn1c(N)c(N=O)c(=O)n(C)c1=S	110	111	101	106	88	97	106	103	103
C=C1C(=O)O[C@H]2[C@H]1CC/C(COC(=O)c1cnccn1)=C\CC[C@@]1(C)O[C@@H]21	44	46	26	97	97	24	87	101	36
O=C(CSc1nnnn1-c1ccccc1)c1cc2ccccc2oc1=O	88	92	94	103	87	104	101	104	94
CC1(C)CC(=O)C(C)(C)c2ccccc21	107	96	99	102	85	97	97	105	89
CCCCC(CC)CN1C(=O)C2C3C=CC(C3)C2C1=O (centres undefined)	106	86	102	110	105	107	101	101	90
Cc1c(-c2ccccc2)nc2c3ccccc3ncn2c1=O	121	98	103	112	95	110	92	93	86
CC1(C)CC[C@]2(C(=O)Nc3ccccn3)CC[C@]3(C)C(=CC[C@@H]4[C@@]5(C)CCC(=O)C(C)(C)[C@@H]5CC[C@]43C)[C@@H]2C1	111	109	106	101	100	101	100	104	106
CCCCC1CCCCN1C(=O)OCC (centres undefined)	102	94	103	123	98	106	106	101	94
CC1=C(Cl)C(P(=O)(c2ccccc2)c2ccccc2)CP(=O)(c2ccccc2)C1 (centres undefined)	123	105	99	105	210	98	96	100	108
CC(C)=CCc1c(O)c(CC=C(C)C)c2c(c1O)C(=O)C1=C[C@@H]3C[C@H]4C(C)(C)O[C@@](C/C=C(\C)C(=O)O)(C3=O)[C@@]14O2	-94*	-11*	-30*	-18*	34	-35*	42	-87*	-36*
CN1C=Nc2c(ncn2C2CCC(CO)O2)C1O (centres undefined)	105	100	110	100	97	112	115	106	100
CC1=C(C(=O)/C=C/c2c[nH]c3ccccc23)C(c2ccccc2)NC(=S)N1 (centres undefined)	121	106	101	106	66	92	92	108	93
N=C1SC2C(=NC(=O)NC2c2ccc(O)cc2)N1c1nccs1 (centres undefined)	119	111	103	100	162	106	97	110	105
Clc1ncnc2c1ncn2C1CCCCO1 (centres undefined)	109	97	114	115	.	109	99	105	107
Cn1c(=O)c2[nH]c(C(O)C(O)C(O)C(O)CO)nc2n(C)c1=O (centres undefined)	103	100	106	101	93	102	97	103	106
COc1ccccc1Cc1sc(NC(C)=O)nc1OC(C)=O	110	91	105	99	91	103	100	91	92
COc1ccc(C2(O)CCCCC2)cc1	112	106	112	107	.	102	102	104	99
COc1ccc2oc3c(C)c4c(c(C)c3c2c1)C(=O)N(Cc1ccccc1)C4=O	85	96	101	97	86	78	95	102	66
O=c1/c(=C/C(Br)=C/c2ccccc2)sc2nc3ccccc3n12	126	114	102	105	95	109	106	120	102
Cc1ccc(C(=O)c2ccc(O)cc2)cc1	121	109	129	107	85	109	107	106	102
C/C(=N\Nc1nc(-c2ccc(Cl)cc2)cs1)c1nnn(-c2ccc(S(N)(=O)=O)cc2)c1C	110	101	95	101	.	111	93	110	98
OCC1CCN(c2cc(-c3cccnc3)ccc2NC(=S)Nc2ccc(C(F)(F)F)cc2)CC1	68	44	45	72	43	91	.	73	42
Cc1c(C(=O)N2CCNCC2)[nH]c2ccc(Cl)cc2c1=O	111	97	110	102	101	106	110	90	92
CC(C)C[C@@H](/C=C/S(=O)(=O)c1ccccc1)NC(=O)[C@H](Cc1ccccc1)NC(=O)c1cnccn1	120	101	95	104	.	110	100	106	91
COc1ccccc1C1CCCCC1	109	98	104	103	91	103	121	105	104
O=C(CSC(=S)n1cnnc1)NC(=O)c1ccccc1	119	104	107	103	95	103	109	104	112
COC(=O)C1(CC(=O)c2ccco2)NC(=S)NC(=O)C1C#N (centres undefined)	129	113	109	111	101	114	103	112	109
Cc1cc2nnc(Nc3ccccc3)n2c(SCc2ccccc2)n1	112	117	79	100	83	102	86	103	92
CC(CCc1ccccn1)C(=O)C(C)CCc1ccccn1 (centres undefined)	100	99	101	106	92	109	92	93	96
O=C(CCCn1c(O)c(/C=C2\C=Nc3ccccc32)sc1=S)N1CCOCC1	110	115	97	105	85	103	100	104	101
C=C(C)[C@@H]1CC[C@]2(COC(=O)CCC(=O)NN)CC[C@]3(C)[C@H](CC[C@@H]4[C@@]5(C)CC[C@H](OC(C)=O)C(C)(C)[C@@H]5CC[C@]43C)[C@@H]12	117	116	107	107	108	99	95	97	100
NC(=O)C1CC2(C1)CC(C(N)=O)C2 (centres undefined)	103	111	105	108	82	106	102	97	109
COC1=C[C@@]23CCCN2CCc2cc4c(cc2[C@H]3[C@H]1OC(=O)C(C)(C)O)OCO4	109	108	105	101	90	103	94	105	100
CC(=O)[C@@]1(O)[C@H](O)C[C@H]2[C@@H]3CCC4=CC(=O)C[C@]4(C)[C@H]3CC[C@@]21C	108	104	96	110	62	104	94	108	103
Cc1ccccc1N=C(N)N=C(N)N	.	101	101	102	96	102	99	92	100
CON1C(=O)CC[C@]2(C)[C@H]3CC[C@@H]4[C@H]5[C@H]6OC(=O)[C@@]5(CCC6(C)C)CC[C@@]4(C)[C@]3(C)CC[C@H]2C1(C)C	108	108	101	101	84	98	92	103	102

Following part.
smiles	COLO 205	HT29	HCT-15	KM12	SNB-75	SW-620	SNB-19	HCC-2998	HCT-116
C=CC1=C(C)C2=NC1=CC1=NC(=CC3=C(C)C4=C(O)C(C(=O)O)C(=C5NC(=C2)C(C)C5CCC(=O)O)C4=N3)C(CC)=C1C (centres undefined)	114	105	105	105	94	104	112	109	101
CC(C)CCCCCCCOC(OCCCCCCCC(C)C)OCCCCCCCC(C)C	108	106	98	104	77	105	108	106	100
CC(=O)N1CCN(c2cc3c(cc2F)c(=O)c(C(=O)O)cn3C2CC2)CC1	106	88	93	105	88	112	95	101	87
CCn1c(CN2CCN(c3cc4c(cc3F)c(=O)c(C(=O)O)cn4C3CC3)CC2)n[nH]c1=S	117	104	102	97	100	102	94	94	105
O=C(Nc1ccc(OS(=O)(=O)c2ccc(C(F)(F)F)cc2)cc1)C1CCCCCCC1	109	93	93	91	90	90	92	102	90
CCCN1CCN(c2ccc3nc(-c4ccc5nc(-c6cc(OC)c(OC)c(OC)c6)[nH]c5c4)[nH]c3c2)CC1	.	58	99	77	44	76	70	94	55
COC(=O)C(O)C(Cc1ccccc1)NC(=O)c1[nH]c2ccccc2c(=O)c1C (centres undefined)	119	99	101	104	87	103	95	115	103
CN(C)CCOC(=O)Nc1ccc(Cc2ccc(NC(=O)OCCN(C)C)cc2)cc1	84[100 µM]	14[100 µM]	63[100 µM]	79[100 µM]	89[100 µM]	86[100 µM]	100[100 µM]	46[100 µM]	37[100 µM]
CC(C)N1C(=O)C=CC1=O	115	102	107	103	78	105	99	101	100
C=C(CN1CCN(c2cccc(C(F)(F)F)n2)CC1)c1ccc(C(=O)Nc2ccccc2N)cc1	1.4*	-23*	13	-3.8*	7.2*	55	.	-41*	15
Oc1ccc(C(c2ccccc2)c2ccccc2)c2ccccc12	114	94	95	77	86	94	98	99	85
